C-LANA FP – inhibitors of KSHV LANA C-terminal domain DNA binding. MBP-C-LANA/FAM-LBS DNA binding, fluorescence polarization. inhibition, % at 9 µM. hit rate 0.078% among 340,000. AID 504423;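 active means highest replicate inhibition at or above 60% at 9 µM, even if other replicates fall short; inactive means all replicates below 60% inhibition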;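 further: 0% = neutral control wells and 100% = 4 µM acridine orange control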
Keap1 Nrf2 FP – disrupts human Keap1 binding to Nrf2 peptide; AID 504523; Keap1 Kelch-Nrf2 peptide fluorescence polarization, 1536-well; inhibition, % at 9.4 µM; hit rate 0.15% among 340,000; in the data active means inhibition above about 12%;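 further: human Keap1 Kelch domain with fluorescein labeled Nrf2 9mer peptide probe; 0% = neutral control wells and 100% = peptide positive control; higher means more block of Keap1 binding to Nrf2 peptide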
Target sequence (Q14145 whole entry, looked up, the tested form may be a part): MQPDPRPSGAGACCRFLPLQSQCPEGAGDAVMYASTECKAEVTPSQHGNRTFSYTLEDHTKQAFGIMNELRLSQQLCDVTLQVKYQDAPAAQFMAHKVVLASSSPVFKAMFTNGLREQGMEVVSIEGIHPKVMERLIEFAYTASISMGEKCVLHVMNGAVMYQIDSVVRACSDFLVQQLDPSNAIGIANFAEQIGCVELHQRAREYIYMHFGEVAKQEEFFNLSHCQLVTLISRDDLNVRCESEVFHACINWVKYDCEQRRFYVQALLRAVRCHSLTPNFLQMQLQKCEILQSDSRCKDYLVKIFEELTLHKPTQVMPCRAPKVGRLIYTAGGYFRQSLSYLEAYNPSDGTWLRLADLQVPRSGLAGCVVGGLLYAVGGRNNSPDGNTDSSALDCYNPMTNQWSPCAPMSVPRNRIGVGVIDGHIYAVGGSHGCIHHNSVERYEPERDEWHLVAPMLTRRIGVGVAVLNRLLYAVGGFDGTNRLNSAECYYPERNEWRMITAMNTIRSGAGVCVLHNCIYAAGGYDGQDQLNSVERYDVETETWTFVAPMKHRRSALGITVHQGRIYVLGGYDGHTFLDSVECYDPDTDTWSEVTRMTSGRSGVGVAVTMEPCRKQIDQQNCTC
cardiac RTF act – cardiac RTF calcium sensitization; P19429+P45379; IANBD-labeled TnC RTF fluorescence at EC20 calcium; 0% EC20 calcium, 100% full calcium; activation, % at 7.2 µM; hit rate 0.24% among 340,000; AID 493008;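 active means activation above the mean over all tested compounds plus 3 SD, cut at about 30% in these data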;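 further: rise in fluorescence read as greater calcium sensitivity of cardiac thin filaments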
HTR5A inv ctr – inverse agonist of human HTR5A in OPRM1-OPRD1 counter-screen; P47898; HTR5A cell line, luminescence, inverse agonism; inhibition, % at 9.3 µM; hit rate 0.083% among 340,000; AID 504634; in the data active means inhibition mostly above about 23%, no sharp cut-off; inactive means mostly below about 18%;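 further: 0% = cells with DMSO and 100% = no-cell wells with DMSO; some compounds called inactive have numbers as strong as hits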
Target sequence (P47898 whole entry, looked up): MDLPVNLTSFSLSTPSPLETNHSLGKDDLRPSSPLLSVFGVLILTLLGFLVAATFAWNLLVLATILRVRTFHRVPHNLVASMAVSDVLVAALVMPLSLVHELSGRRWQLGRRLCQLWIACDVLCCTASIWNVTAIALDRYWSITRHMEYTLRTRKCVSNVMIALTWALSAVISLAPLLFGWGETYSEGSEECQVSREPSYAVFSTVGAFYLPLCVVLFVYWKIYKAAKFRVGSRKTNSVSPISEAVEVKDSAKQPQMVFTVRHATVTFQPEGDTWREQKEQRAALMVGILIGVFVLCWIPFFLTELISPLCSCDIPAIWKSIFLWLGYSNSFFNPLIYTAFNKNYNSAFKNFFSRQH
V-ATPase pHluor – regulators of yeast V-ATPase proton transport; S. cerevisiae, pHLuorin cytosolic pH fluorescence; response, % at 10 µM; hit rate 0.37% among 350,000; AID 504577; in the data active means response mostly above about 7.3%, no sharp cut-off; inactive means mostly below about 5.4%; further: actives read high; inactives centre near 0; some compounds called inactive have numbers as strong as hits; reference of the scale not given here
OPRM1-OPRD1 inv – inverse agonists of human mu-delta opioid receptor heterodimerization | inhibition, % at 9.3 µM | AID 504357 | hit rate 0.21% among 340,000 | cell-based MOR-DOR heterodimer luminescence, inverse agonism; in the data active means inhibition above about 22%, passing the limit was not always enough;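 further: 0% = cells with DMSO and 100% = wells without cells with DMSO; values of inactives mirror those of a sister screen read the other way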
CAL PDZ FP – inhibitors of human CAL PDZ peptide binding | Q9HD26 | purified CAL PDZ, TMR-peptide fluorescence polarization, 1 h | inhibition, % at 24.9 µM | hit rate 0.92% among 300,000;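 active means mean inhibition of at least 30% with at least half of replicates also reaching 30%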;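 further: 0% = DMSO neutral control and 100% = excess unlabeled competitor peptide PRC23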
RTF Ca sens inh – cardiac RTF calcium desensitization; P19429+P45379; hit rate 0.12% among 340,000; inhibition, % at 7.15 µM; IANBD-labeled cardiac RTF, Ca2+ fluorescence;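 active means inhibition above the mean inhibition of all tested compounds plus 3 SD, cut at about 17% in these data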;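 further: assay run at fixed EC70 calcium of 1.6 mM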
HTR5A ag ctr – activates human HTR5A in OPRM1-OPRD1 agonist counter-screen. P47898. HTR5A agonist assay, luminescence, cell-based. activation, % at 9.3 µM. hit rate 0.61% among 340,000. AID 504692; in the data active means activation mostly above about 9.5%, no sharp cut-off; inactive means mostly below about 7.6%;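 further: 0% = cells with vehicle only and 100% = reference agonist; strong numbers were not always called active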
MOR-DOR ag – OPRM1-OPRD1 heterodimerization agonism; P35372+P41143; cells, luminescence; activation, % at 9.3 µM; hit rate 0.3% among 340,000; AID 504326; in the data active means activation above about 18%;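 further: 0% = vehicle-treated cells and 100% = reference agonist; values of inactives mirror those of a sister screen read the other way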
An asterisk follows results filed as active; · = not tested or not shown.

SMILES	C-LANA FP	Keap1 Nrf2 FP	cardiac RTF act	HTR5A inv ctr	V-ATPase pHluor	OPRM1-OPRD1 inv	CAL PDZ FP	RTF Ca sens inh	HTR5A ag ctr	MOR-DOR ag
Cc1cc(NC(=S)NC(=O)c2ccco2)c2ccccc2n1	-0.9	-6	-2	22	4	17	-6	5	0	-3.3
CCCc1ncc(C(O)c2ccccc2OC)n1C (configuration not stated)	-0.6	0	·	·	0	·	-7	·	·	·
O=C(Nn1cnc2ccccc2c1=O)c1ccccc1[N+](=O)[O-]	1.6	1	5	-6	-1	21	-2	-1	2	-4.1
O=C(CSc1ccc(-c2ccco2)nn1)c1ccc(F)cc1	-0.3	-6	-17	9	5	-1	-2	6	1	0.3
CC(=O)c1ccc(NS(=O)(=O)c2ccc3c(c2)N(C)CCO3)cc1	2.0	1	-4	8	2	-1	-2	-11	-2	0.2
COc1ccc(NC(=O)CC2C(=O)N(Cc3ccccc3)C(=S)N2CCN2CCOCC2)cc1 (configuration not stated)	0.7	3	4	-4	6	-5	0	-10	1	1.1
CCC1CCCCN1C(=S)NC(=O)c1cc(Br)ccc1Cl (configuration not stated)	1.6	-1	-4	10	4	11	-4	-1	-4	-2.8
COc1ccc(N2C(=O)C3C4C=CC(c5ccccc5)(C3C2=O)C2C(=O)N(c3ccc(OC)cc3)C(=O)C42)cc1 (configuration not stated)	1.0	1	-2	-5	-1	12	1	-5	2	-2.3
O=C(CNC(=O)C1COc2ccccc2O1)N/N=C\c1cccc(O)c1 (configuration not stated)	-1.2	-4	6	12	-3	5	-4	0	-4	-0.9
COc1ccc(/C=C/C(=O)Nc2cccc(S(=O)(=O)N3CCOCC3)c2)cc1OC	0.6	4	-3	2	2	2	-12	7	-1	-0.3
COC(=O)CC1=NN(c2ccc(OC)cc2)C(=O)C1	0.0	-5	2	-5	0	16	0	-5	2	-3.1
Cc1ccc(OCC(=O)n2nc(C)cc2C)c(C)c1	0.5	-1	-4	17	4	-21	-5	7	3	3.5
COCC(=O)N(C)[C@H]1C[C@H]2c3cc(-c4ccccc4)ccc3CCN2C(=O)[C@H]1[C@H](C)O	1.9	2	-1	·	-2	·	-6	-6	·	·
CC(NC(=O)COC(=O)C1CCN(S(=O)(=O)c2ccccc2C(F)(F)F)CC1)c1ccccc1 (configuration not stated)	4.2	4	-8	-3	2	-1	-3	-6	-2	0.2
S=c1[nH]nc(-c2ccco2)n1/N=C/c1cccs1	2.6	-2	4	4	1	6	-2	-7	-1	-1.1
COc1ccc(S(=O)(=O)n2nc(C)c(S(=O)(=O)N3CCOCC3)c2C)cc1	0.2	-1	-1	-9	1	6	5	-6	-1	-1.0
COc1ccc(/C=N/NC(=O)c2ccccc2[N+](=O)[O-])cc1CN1CCc2cc(OC)c(OC)cc2C1C (configuration not stated)	-2.1	-3	3	33	3	5	·	-14	-2	-0.9
O=C(O)c1cnn2c(-c3ccc(F)cc3)ccnc12	-1.9	1	1	7	4	9	-1	-1	-1	-1.8
Cc1cc(C(F)(F)F)n2ncc(C(=O)O)c2n1	1.6	-4	3	-14	-1	8	·	-13	5	-1.5
COC(=O)c1cc(OC)c(OC)cc1NC(=O)c1ccco1	-0.6	2	4	2	1	9	-7	-6	-1	-1.7

Gathered by group, the entries above with a CF3 group
SMILES	C-LANA FP	Keap1 Nrf2 FP	cardiac RTF act	HTR5A inv ctr	V-ATPase pHluor	OPRM1-OPRD1 inv	CAL PDZ FP	RTF Ca sens inh	HTR5A ag ctr	MOR-DOR ag
CC(NC(=O)COC(=O)C1CCN(S(=O)(=O)c2ccccc2C(F)(F)F)CC1)c1ccccc1 (configuration not stated)	4.2	4	-8	-3	2	-1	-3	-6	-2	0.2
Cc1cc(C(F)(F)F)n2ncc(C(=O)O)c2n1	1.6	-4	3	-14	-1	8	·	-13	5	-1.5

(more compounds)
SMILES	C-LANA FP	Keap1 Nrf2 FP	cardiac RTF act	HTR5A inv ctr	V-ATPase pHluor	OPRM1-OPRD1 inv	CAL PDZ FP	RTF Ca sens inh	HTR5A ag ctr	MOR-DOR ag
c1ccc(Cc2nnc(N3CCOCC3)c3ccccc23)cc1	-0.4	-1	2	26	-2	-4	-2	0	-9	0.8
COC(=O)C1C(=O)NCC1c1ccccc1 (configuration not stated)	0.2	0	-6	9	-3	-11	-15	2	11	1.9
O=Cc1ccnc(-c2ccc(OC(=O)c3ccco3)cc2)n1	0.7	0	1	-3	0	10	-2	6	1	-1.9
CCC(C)C(NC(=O)c1ccccc1NC(=O)c1ccco1)C(=O)NNC(=O)c1ccncc1 (configuration not stated)	1.0	5	2	-6	-4	8	-4	-10	6	-1.7
COc1ccc(CNC(=O)C2CCCN(S(=O)(=O)c3c(C)noc3/C=C/N(C)C)C2)cc1 (configuration not stated)	0.9	-4	-1	-1	-1	5	·	-7	-5	-0.9
O=S(=O)(c1cccc(-c2csc(-c3cccnc3)n2)c1)N1CCCCC1	1.7	1	3	-11	2	-7	·	-11	3	1.4
Cc1c(Cc2ccccc2)sc(/N=C/c2ccc3ccccc3c2)c1C(N)=O	-1.3	-8	9	-22	-1	2	-1	0	-2	-0.3
Cc1cc(-c2ccco2)n(CC(=O)NCc2ccccc2)n1	-0.3	0	-4	-22	-4	0	·	-11	7	0.0
Cc1ccc(C)c(NC(=O)CCNS(=O)(=O)c2ccc3[nH]c(=O)oc3c2)c1	2.3	0	-5	-15	-1	8	-2	-5	4	-1.5
O=C(O)CN1CCN(Cc2cccc(Cl)c2)C1=O	1.5	-2	0	3	0	10	9	-3	-1	-2.2
Cc1cc(N)ccc1NC(=O)CN1CCOCC1	1.8	-2	0	3	2	7	-4	-3	-1	-1.3
CC1(C)CC(N2CCC(=O)NC2=S)CC(C)(C)N1	-0.1	-5	3	-11	4	15	1	-5	4	-2.9
O=C(C1CCC(CNS(=O)(=O)c2ccccc2)CC1)N1CCOCC1 (configuration not stated)	-1.7	1	-4	19	0	11	-2	2	-5	-2.5
CN(C)S(=O)(=O)c1ccc(C(=O)NCCN2C(=O)S/C(=C\c3cccnc3)C2=O)cc1	1.9	-1	6	-11	3	-16	2	-9	-4	2.9
CN(C(=O)Nc1cccc([N+](=O)[O-])c1)c1ccccc1	-0.4	-3	0	2	4	20	-4	2	-1	-3.9
O=C(O)CCc1ccc(-c2ccccc2)o1	-1.2	-13	-3	10	1	8	-2	-7	-1	-1.4
CC1CCCC(C)N1CCCNC(=O)c1ccc2c(c1)NC(=O)c1ccccc1S2 (configuration not stated)	-1.1	1	-6	-2	-5	15	-3	-6	-1	-2.9
O=C(Cn1c(NCCO)nc2ccccc21)N1CCN(Cc2ccccc2)CC1	1.5	0	3	·	-2	·	-22	-3	·	·
COC(=O)c1cc(Cl)c(NC(=O)c2ccco2)cc1OC	0.3	3	-1	12	0	11	·	-2	-3	-2.0
CC12CCC(C(=O)N3CCCCC3)([C@H](Br)C1=O)C2(C)C (some centres not stated)	2.2	-1	9	-13	3	2	-2	-14	-4	-0.4
CCCN(CCC)S(=O)(=O)c1ccc(C(=O)N2CCOCC2)cc1	1.4	0	-5	-1	-5	5	·	-9	2	-0.8
CCOc1ccccc1N(CC(=O)NCC1CCCO1)C(=O)CCC(=O)Nc1cc(C)on1 (configuration not stated)	0.8	6	-3	-16	-5	6	-6	13	7	-0.9
CC(C)C[C@H](NC(=O)N1CCn2c1nc1ccccc12)C(=O)NCc1ccccc1	-4.5	0	-3	·	-1	·	14	4	·	·
COc1cc(CN2CC(C)CC(C)C2)cc([N+](=O)[O-])c1O (configuration not stated)	-0.2	-2	6	28	5	6	0	1	1	-1.2
Cc1ccc(S(=O)(=O)N(C)C)cc1N	-4.2	-1	-6	-1	0	5	1	-12	7	-1.0
Cc1ccn2c(Nc3ccccc3C)c(-c3ccccn3)nc2c1	0.9	4	1	7	-2	-9	-2	11	-7	1.8
CC1CC1C(=O)OCC(=O)Nc1cccc(F)c1 (configuration not stated)	-1.2	-8	3	-2	-1	-1	-5	-3	1	0.4
CC1CCN(c2oc(-c3ccccc3F)nc2C#N)CC1	-1.0	-6	20	-12	-2	-33	3	1	4	6.5
Cc1cc(/C=C2/SC(=O)N(CC(=O)N3CCCC3)C2=O)c(C)n1C	0.0	2	-3	2	-3	-3	2	7	-1	0.3
COc1ccc(NC(=O)Nc2ccc(C(C)C)cc2)cc1	2.3	-3	1	-9	1	10	-3	-3	2	-1.8
Cc1ccc(CNC(=O)C2CCCN(c3nn4c(=O)cc(C)nc4s3)C2)cc1 (configuration not stated)	0.8	3	5	0	0	16	·	-5	7	-3.3
CCCCN1C(=O)C(=O)N(CC(=O)N2N=C3/C(=C/c4ccco4)CCCC3C2c2ccco2)C1=O (configuration not stated)	-2.5	-3	7	3	-3	-8	-3	7	-1	1.6
Nc1nnc(SCCCOc2ccc(F)cc2)s1	-0.6	2	-5	-5	-1	15	-4	1	2	-3.0
CCc1ccc(Nc2n[n+](-c3ccccc3)c(-c3cccc(C)c3)s2)cc1	2.5	-9	0	5	5	-13	-3	7	3	2.4
COC(=O)NC(NC(=S)Nc1ccccc1OC)C(Cl)(Cl)Cl (configuration not stated)	-1.7	-5	-3	0	1	16	-2	4	-1	-2.9
NS(=O)(=O)c1cccnc1Nc1cccc(C(F)(F)F)c1	2.7	0	-2	-15	7	-8	-1	-3	5	1.3
COc1ccc(-c2n[nH]c(=S)n2-c2ccccc2C)cc1	-0.1	1	5	-27	2	-9	·	-10	-1	1.8
Cc1cccc(OCC(=O)Nc2ccc(C(=O)NCC(C)C)cc2)c1	-0.5	-4	6	-13	2	3	3	-18	6	-0.6
COc1cccc(C2NC(=O)NC(C)=C2C(=O)OCC2CCCO2)c1 (configuration not stated)	·	-1	6	17	-3	1	-5	-8	2	-0.3
COc1ccccc1CNS(=O)(=O)c1cc2c3c(c1)CCN3C(=O)CC2	-0.3	-1	-2	-6	2	2	-4	2	-7	-0.3
Cc1c(Br)c(O)c(Br)c2sc(=O)oc12	-0.1	5	-3	4	-2	-24	2	-2	-1	4.8
Cc1cc(=O)oc2cc(OS(C)(=O)=O)ccc12	-0.8	-5	6	-11	1	1	-4	2	8	-0.3
O=C(NC1CCCCC1)N1CCCC1	1.7	8	-2	2	-5	16	-5	-9	-1	-3.3
CC(=O)NC1(NC(C)=O)CCN(C)C(c2ccccc2)C1C (configuration not stated)	4.5	-1	-1	2	·	1	-3	-3	-1	-0.2
CCc1csc(CCNC(=O)C2CCC(=O)N(Cc3ccccc3F)C2)n1 (configuration not stated)	0.4	-4	-2	-14	4	1	·	-7	1	-0.2
CC(=O)N1CCCc2ccc(NS(=O)(=O)c3ccc(C)c(C)c3)cc21	-1.1	-3	1	-22	3	0	8	-9	0	-0.1
COc1ccccc1C1C2CCCCC2(O)CCN1CC(=O)Nc1ccccc1 (configuration not stated)	2.4	4	3	-14	-3	-5	·	-3	1	0.9
COc1ccc2[nH]c(C)c(C(=O)CN(C)C)c2c1	-1.3	1	5	-11	2	9	-3	-10	4	-1.7
Cc1ccc2[nH]cc(S(=O)(=O)c3ccc(C(C)C)cc3)c(=O)c2c1	2.6	-1	-6	0	-1	4	-3	-1	0	-0.8
CC1Sc2ccc(S(=O)(=O)CCC(=O)N3CCCCC3)cc2NC1=O (configuration not stated)	-1.3	-4	-5	-1	0	3	5	-5	-1	-0.5

Source: PubChem
